# HSP90 inh = HSP90 refolding inhibition in rabbit reticulocyte lysate; inhibition, % at 5.6 µM; luciferase refolding luminescence, 3 h; actives 0.91% (n = 290,000);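 active means inhibition above the screen-wide mean plus 3 SD, computed separately per campaign, cut at about 16% in these data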;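 further: 0% = DMSO wells and 100% = 60 µM geldanamycin wells; inhibitors lower the luminescence because luciferase stays unfolded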
# IEC-6 cytotox = counter-screen for KLF5 inhibitors: cytotoxicity in IEC-6 cells; IEC-6 cytotoxicity, luminescence viability; inhibition, % at 5 µM; actives 0.78% (n = 290,000); in the data active means inhibition above about 22%;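 further: 0% = plate median of test compound wells and 100% = cytotoxic reference compound wells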
# HIF act = HIF pathway transcriptional activation. U2OS HRE-luciferase reporter, luminescence; normalized: DMSO 0%, desferrioxamine 100%. activation, % at 7.5 µM (by protocol). actives 0.32% (n = 300,000);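 active means mean activation of at least 10% of the iron chelator positive control signal, with at least half of replicates also reaching 10%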
# GSK3beta inhib = blocks human GSK3beta kinase activity. GST-GSK3beta kinase, ADP-Glo luminescence, 60 min; active compounds read low. activity score (negative = inhibition), % at 10 µM. actives 0.038% (n = 300,000). AID 2097;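 active means more than half of replicate wells score below -50%, meaning over 50% inhibition versus plate controls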;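 further: 0% = median DMSO wells and -100% = median GW8510 positive control wells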
# Target sequence (P49841 whole entry, looked up): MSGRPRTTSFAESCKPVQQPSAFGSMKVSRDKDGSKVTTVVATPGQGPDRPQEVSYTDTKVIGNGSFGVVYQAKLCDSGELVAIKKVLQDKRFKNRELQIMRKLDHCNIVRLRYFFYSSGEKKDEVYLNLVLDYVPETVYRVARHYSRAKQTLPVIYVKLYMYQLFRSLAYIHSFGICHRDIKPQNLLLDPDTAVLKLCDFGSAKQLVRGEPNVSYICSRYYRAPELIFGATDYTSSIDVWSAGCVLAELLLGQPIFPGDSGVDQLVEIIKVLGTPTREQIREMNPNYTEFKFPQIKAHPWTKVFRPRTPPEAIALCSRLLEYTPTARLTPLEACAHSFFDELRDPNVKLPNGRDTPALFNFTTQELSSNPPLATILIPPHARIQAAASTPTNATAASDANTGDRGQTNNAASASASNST
#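 Assay system: GST-fused GSK3beta enzyme, cell-free / Medium: Tris pH 7.5 buffer with MgCl2, DTT, BSA, heparin / Also added: peptide substrate plus 25 µM ATP (final) / Compound: 10 µM single point / Timing: kinase reaction with compound 60 min at room temperature / Detection: ADP-Glo luminescence / Benchmarks: DMSO neutral wells and GW8510 at 20 µM as positive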
# aSyn 5UTR inh = MLPCN primary screen, SNCA 5' untranslated region. alpha-synuclein 5'UTR reporter, inhibitor activity. inhibition, % (tested at 7.5 µM). actives 0.82% (n = 300,000); in the data active means inhibition above about 60%;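 further: H4 neuroglioblastoma cells stably carrying SNCA 5'UTR luciferase fusion; 0% = DMSO wells and 100% = positive control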
# GSK3A inh = human GSK-3 alpha kinase inhibition; P49840; ADP-Glo luminescence, 60 min; inhibition, % at 10 µM; actives 0.1% (n = 320,000);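 in the data active means inhibition above about 50%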;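 further: GST-tagged GSK-3 alpha with peptide substrate and 25 µM ATP; 0% = DMSO neutral wells and 100% = GW8510 positive control wells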
# Target sequence (P49840 whole entry, looked up): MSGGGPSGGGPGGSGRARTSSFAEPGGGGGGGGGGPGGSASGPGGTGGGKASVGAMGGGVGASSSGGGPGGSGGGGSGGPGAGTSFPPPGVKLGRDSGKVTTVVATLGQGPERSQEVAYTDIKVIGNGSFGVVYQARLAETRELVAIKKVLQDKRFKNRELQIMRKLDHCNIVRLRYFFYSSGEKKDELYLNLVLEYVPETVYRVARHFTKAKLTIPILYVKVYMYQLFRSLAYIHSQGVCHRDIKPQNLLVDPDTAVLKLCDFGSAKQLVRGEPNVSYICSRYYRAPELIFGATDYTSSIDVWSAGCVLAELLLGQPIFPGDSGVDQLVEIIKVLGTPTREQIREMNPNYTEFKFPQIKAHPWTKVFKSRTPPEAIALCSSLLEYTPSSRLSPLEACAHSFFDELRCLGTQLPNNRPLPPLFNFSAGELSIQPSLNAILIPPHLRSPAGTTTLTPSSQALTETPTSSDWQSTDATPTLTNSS
# AI-2 QS mod = Vibrio harveyi AI-2 quorum sensing modulation. Vibrio harveyi JMH597 AI-2 luminescence/OD600 ratio, 9 h; active compounds read low; strain lacks LuxN and CqsS sensors; 0 = neutral-control median. actives 0.4% (n = 300,000). AID 2094. activity change, % at 7.5 µM; in the data active means activity change below about -75%, passing the limit was not always enough;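 further: luminescence divided by OD600 gain over 9 h not by final OD600 alone; inactives centre near 13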
# KLF5 inh = kruppel-like factor 5 inhibition | inhibition, % at 5 µM | actives 0.23% (n = 290,000) | DLD-1 KLF5 promoter-luciferase reporter, luminescence;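 active means inhibition above a per-plate limit of that plate's mean compound inhibition plus 3 SD, cut at about 60% in these data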;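 further: 0% = DMSO wells and 100% = LY294002 at 200 µM; higher means less KLF5 promoter-driven luciferase light; inactives centre near -14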
# HSF1 inh = HSF1 inhibition | activity change, negative = inhibition, % at 7.5 µM (by protocol) | AID 2098 | actives 0.77% (n = 300,000) | NIH3T3-HGL HSE-luciferase, MG132-induced, luminescence 8 h; active compounds read low;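 active means more than half of replicate wells show activity change below -50%, luminescence cut by over half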;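 further: luciferase reports HSF-1 transcriptional activity via heat shock element; 0% = median of DMSO wells and -100% = zero luminescence signal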
# HSF1 activator = increases HSF-1 driven luciferase reporter signal; activation, % at 9 µM; NIH3T3-HGL HSF-1 luciferase reporter, MG132, 8 h; 100% = twice DMSO control signal; AID 504408; actives 1.7% (n = 300,000);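 active means mean replicate activation of at least 50% with a set share of replicates each reaching 50%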;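 further: 0% = median of the neutral control wells and 100% = twice that signal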
# * marks the source's active call; other numbers are inactive results; · = no result given.
# Fields: HSP90 inh, IEC-6 cytotox, HIF act, GSK3beta inhib, aSyn 5UTR inh, GSK3A inh, AI-2 QS mod, KLF5 inh, HSF1 inh, HSF1 activator
> CCC(C)(C)NC(=O)C(c1ccc(OC)cc1)N(Cc1ccc(OC)cc1)C(=O)CCC(=O)Nc1cc(C)on1 (stereo not drawn)
→ 3.6, 4.3, 0.1, -1.2, -9.0, -0.4, 25.0, -1.6, 13.5, 40.6
> O=C(c1ccco1)N1CCN(Cc2nc3ccc([N+](=O)[O-])cc3c(=O)n2-c2ccccc2F)CC1
→ -2.6, 1.7, -0.1, 1.4, 19.6, 0.9, 19.5, -7.3, -8.2, -14.2
> Cc1cc(CNC(=O)C2CCC(=O)N(Cc3ccccc3F)C2)nn1C (stereo not drawn)
→ -3.8, 0.2, -0.3, 3.6, 25.2, -0.8, 26.8, -19.8, 0.9, -0.2
> O=C(NN1C(=O)CSC1=S)C(=O)NN1C(=O)CSC1=S
→ 1.2, -6.6, -0.8, 1.0, 5.1, -3.5, 11.5, -1.5, 10.4, 5.4
> Nc1nc2n(n1)C(c1ccco1)CC(c1ccc(Cl)c(Cl)c1)N2 (stereo not drawn)
→ 3.8, 3.7, 0.3, -1.0, 4.0, -1.1, 17.5, 3.5, -1.3, 9.0
> C=CCc1c(C)nc2c(C(=O)O)cnn2c1C
→ -0.2, 2.8, -0.5, 2.0, -9.9, 0.7, 45.3, -19.9, -4.7, -1.3
> COc1ccc(C2SCCN2S(=O)(=O)c2ccccc2)cc1OC (stereo not drawn)
→ 4.1, -1.1, -0.1, 3.0, 1.5, -1.9, 14.2, -11.2, -1.7, -4.2
> O=C(NC1CCS(=O)(=O)C1)c1cccnc1 (stereo not drawn)
→ -4.2, -9.4, 0.4, -1.1, 17.2, -2.6, 18.1, -20.3, ·, ·
> CN(C)S(=O)(=O)Oc1ccsc1C(=O)Nc1cccc(Cl)c1
→ 2.6, 0.7, -1.0, 0.3, 15.0, 0.2, 16.3, -2.8, -1.2, 12.2
> Cc1nc2ccccc2n1C(=O)c1ccccc1[N+](=O)[O-]
→ -0.1, -5.5, 0.1, -0.3, 4.9, -0.6, 19.8, -11.0, -2.2, -14.1
> CCOCCn1c2ccccc2c2nc3ccccc3nc21
→ 5.9, 11.6, -0.1, 1.5, 29.0, -2.4, 7.2, -35.1, 5.2, 0.4
> C=CCN(C(=O)Nc1ccc(Cl)cc1)C1CC(=O)N(c2ccc(OC)cc2)C1=O (stereo not drawn)
→ -2.2, 0.9, -0.2, ·, 9.7, -1.3, ·, -17.9, 4.3, -9.9
> CC(=C1C(=O)c2ccccc2C1=O)N1CCc2ccccc2C1
→ 2.1, 1.2, 0.1, 0.4, -20.6, 1.6, 37.4, -28.4, 4.5, 5.3
> CCS(=O)(=O)N1CCN(c2ccc([N+](=O)[O-])c(NCc3ccccc3)c2)CC1
→ 2.3, 10.7, -0.1, -4.5, 29.0, -0.2, 25.7, 3.1, 0.7, 3.1
> COc1ccc(CC(=O)NNS(=O)(=O)c2ccccc2[N+](=O)[O-])cc1
→ 2.9, 3.1, 1.3, 0.1, 19.8, -2.2, 20.8, 8.6, -2.8, -12.7
> CN(C)c1ccc(N2C(=NC(=O)CC3CCCCC3)SC3CS(=O)(=O)CC32)cc1 (stereo not drawn)
→ -0.8, -4.4, -0.2, 2.0, 11.6, 0.1, 18.2, -21.9, 1.7, -8.0
> CCOC(=O)C(NC(C)=O)(N1CCc2ccccc2C1)C(F)(F)F (stereo not drawn)
→ 1.6, 7.9, -0.1, 0.1, 1.4, -2.1, 11.6, 6.8, -14.2, -15.0
> CCOC(=O)Nc1c(C(=O)OC)[nH]c2cccc(OC)c12
→ -5.4, 4.9, -0.1, 0.6, 4.4, -0.3, 16.3, -28.5, 7.5, 3.6
> CCCCC(=Nc1ccccc1OC)C1=C(O)CC(c2ccccc2)CC1=O (stereo not drawn)
→ 3.9, -7.1, -0.6, 0.6, 11.1, -2.6, 3.9, -18.2, 6.5, -7.4
> O=C(CS(=O)(=O)c1c[nH]c2ccccc12)NC1CCCCC1
→ 1.9, -6.4, -0.2, 1.0, -8.0, 2.6, 12.2, 0.3, -0.5, 1.7
> CC(C)c1ccc(NC(=O)COc2ccc(F)cc2C(=O)c2cnn(-c3ccccc3)c2)cc1
→ -1.0, -4.3, 3.2, -2.6, -114.7, -0.3, 4.1, 8.1, 33.9, 60.4*
> CC(C)C(NC(=O)CN1C(=O)c2ccccc2S1(=O)=O)C(C)C
→ 2.4, 0.0, ·, 2.6, -6.0, -0.7, 28.0, -32.3, 0.1, 10.3
> O=C(C1CCCN(S(=O)(=O)c2cccc3cccnc23)C1)N1CCN(c2ccccc2F)CC1 (stereo not drawn)
→ 1.3, -2.1, -0.2, -2.3, -8.5, ·, 67.2, -1.5, 6.6, -2.3
> COc1ccc(NC(=O)CN(C)CC(=O)Nc2cccc(F)c2)cc1Cl
→ 0.6, -6.6, -0.1, -1.5, 20.3, -12.0, 13.5, 9.8, 7.0, 22.9
> O=[N+]([O-])c1cnc(Sc2ccncn2)s1
→ 3.8, 11.8, -6.4, 1.4, -1.5, 1.2, -87.8*, -5.0, -66.8*, ·
> Cn1c(SCC(=O)NCc2ccco2)nnc1-c1ccccc1
→ 0.3, -3.2, -0.2, 1.5, 15.2, -0.9, 26.0, -10.6, -2.9, 9.3
> O=C(Nc1ccc2[nH]ccc2c1)c1cccs1
→ 3.2, 5.8, 3.9, -0.3, -105.2, 1.1, 7.9, -53.5, 20.1, 57.7*
> COC(=O)C1=C(C)Nc2c(c(=O)n(C)c(=O)n2C)C1c1cccnc1 (stereo not drawn)
→ -2.4, -1.8, -0.1, -5.1, -28.6, ·, 20.6, -24.8, -4.3, 0.7
> COc1ccc(CCNC(=O)c2cccs2)cc1
→ -4.0, 2.3, 0.9, 1.4, -43.8, -1.2, 23.8, -35.6, 14.1, 15.6
> CCn1cc(Br)c(C(=O)Nc2ccc(Cl)c(Cl)c2)n1
→ -0.2, 12.8, 3.1, -0.1, -151.3, -2.6, 18.7, -19.3, 17.5, 44.5
> Cc1[nH]c(C)c(S(=O)(=O)N2CCN(c3cccc(C(F)(F)F)c3)CC2)c1C(=O)N1CCCCC1
→ 0.0, 2.9, -0.4, -1.4, 43.1, -2.1, 37.6, -16.0, -0.6, 0.0
> OCCNCCOCCOc1ccccc1-c1ccccc1
→ 1.9, -0.3, 0.1, -4.2, 6.2, 7.1, 20.9, -2.0, -3.8, -10.6
> COc1ccc(N2CCN(C(=O)CCNC(=O)c3ccc(Br)cc3)CC2)cc1
→ ·, ·, -13.7, -0.5, 15.9, -2.6, 1.7, ·, 9.5, 6.1
> Cc1ccc2c(c1)sc1nc(=O)n(-c3ccc(Cl)c(Cl)c3)c(=O)n12
→ -0.2, 4.3, ·, ·, ·, -2.2, ·, -11.8, ·, ·
> C/C(=N\NC(=O)c1nnn(-c2nonc2N)c1C(C)C)c1ccc2ccccc2c1
→ 0.1, 6.4, 0.5, -4.8, -2.9, -2.3, 22.1, 0.3, -4.8, -1.5
> O=C(COc1ccc2ccc(=O)oc2c1)NCCCn1ccnc1
→ -6.4, -6.8, 0.3, -1.5, 1.7, -0.6, ·, -11.5, -2.5, 4.3
> O=C1c2cccc3cccc(c23)C(=O)N1c1cccnc1
→ 2.5, 3.2, -0.5, 0.7, -5.4, -0.5, 26.3, -21.1, 2.7, -7.0
> COc1ccc2c(c1)O/C(=C\c1ccco1)C2=O
→ -1.1, -7.7, 3.1, -5.7, -119.5, -0.7, 6.5, -39.1, 21.3, 37.4
> COc1cc2c3c(c1)C(C)=CC(C)(C)N3C(=O)C2=O
→ -5.2, 87.4*, -1.0, -15.5, -5.0, 3.2, 43.8, -2.9, -0.8, -18.6
> O=C1[C@@H]2C(Cc3ccc(O)cc3)NC3(C(=O)Nc4ccc(F)cc43)[C@@H]2C(=O)N1c1ccccc1 (stereo partly drawn)
→ 2.0, -5.9, 0.3, 0.6, 39.4, 0.2, 5.1, -17.9, -4.8, 1.2

# Record cards (already shown). Order of screens: HSP90 inh	IEC-6 cytotox	HIF act	GSK3beta inhib	aSyn 5UTR inh	GSK3A inh	AI-2 QS mod	KLF5 inh	HSF1 inh	HSF1 activator
# Profile of O=C1c2cccc3cccc(c23)C(=O)N1c1cccnc1 = 2.5	3.2	-0.5	0.7	-5.4	-0.5	26.3	-21.1	2.7	-7.0
# Profile of COc1ccc(NC(=O)CN(C)CC(=O)Nc2cccc(F)c2)cc1Cl = 0.6	-6.6	-0.1	-1.5	20.3	-12.0	13.5	9.8	7.0	22.9
# Profile of O=C(Nc1ccc2[nH]ccc2c1)c1cccs1 = 3.2	5.8	3.9	-0.3	-105.2	1.1	7.9	-53.5	20.1	57.7*

# (continued)
# Fields: HSP90 inh, IEC-6 cytotox, HIF act, GSK3beta inhib, aSyn 5UTR inh, GSK3A inh, AI-2 QS mod, KLF5 inh, HSF1 inh, HSF1 activator
> Cn1ncc(Br)c1C(=O)N1CCc2ccccc21
→ 1.1, 0.8, -0.3, 1.4, -4.0, -9.7, 20.0, -36.0, -0.8, -8.3
> CCOc1c(Br)cc(C2CC(=O)Nc3cc(OC)c(OC)cc32)cc1OC (stereo not drawn)
→ 4.9, 14.0, 0.1, -0.5, 10.2, 0.1, 16.2, -21.8, 5.3, 9.9
> O=C(/C=C/c1c(F)cccc1Cl)c1ccc(O)cc1
→ 23.6*, 10.6, 1.2, -5.3, -115.5, 0.9, 24.9, -106.5, 14.3, 0.5
> CCCCN(C(=O)CN1CCOCC1)c1c(N)n(CC(C)C)c(=O)[nH]c1=O
→ 4.2, -4.2, -0.2, 4.6, 12.0, -1.2, 8.1, -18.7, -16.0, 10.5
> COc1ccccc1NC(=O)C1CCN(c2ncnc3c2nc2n3CCCCC2)CC1
→ -1.1, -0.7, 0.0, -1.1, 11.2, 0.8, 13.4, -7.3, 2.3, 5.1
> COc1cc([N+](=O)[O-])ccc1NC(=O)CCN1C(=O)C2C3CCC(C3)C2C1=O (stereo not drawn)
→ 0.3, -1.8, 2.0, -0.1, 7.3, 0.0, -1.8, -5.5, -6.4, 5.7
> Cn1c(SCCS(=O)(=O)c2ccc(Cl)cc2)nnc1-c1ccccc1
→ 2.7, -3.0, 0.1, 2.1, -5.0, 1.1, 15.0, -5.9, -5.2, 3.1
> CSc1nnc2c3ccccc3c3ccccc3c2n1
→ -1.3, 5.8, -0.1, -3.6, -9.3, ·, 8.9, -11.4, -25.3, -37.1
> O=C(CN1CCOCC1)N1CCCc2ccccc21
→ -3.4, -12.3, -0.3, 3.7, 30.9, -1.4, 25.8, -24.7, -4.5, 1.4
> CCOC(=O)c1cnc2nc(SCc3ccccc3Cl)[nH]n2c1=O
→ ·, ·, -0.3, 2.2, -11.8, -0.3, 9.6, ·, -8.5, 11.2
> Cn1cc(Cl)c(C(=O)NNC(=S)NC2CCCCC2)n1
→ -4.1, -5.5, 0.1, 0.4, -7.8, 0.5, 6.4, -19.4, -6.2, 3.4
> COc1ccc(N2CCN(C(=O)c3cccc(NC4=NC5CS(=O)(=O)CC5S4)c3)CC2)cc1 (stereo not drawn)
→ -3.1, -0.6, -0.5, -2.0, -16.3, -1.2, 26.6, -17.3, -1.9, -6.1
> CCOC(=O)C(C(=O)OCC)C(Nc1cccc(Br)c1)c1ccccc1 (stereo not drawn)
→ 1.3, -1.5, 0.2, -1.5, -1.0, ·, 29.3, -5.0, 182.2, 203.0*
